From PubChem
Nrf2 activator: activators of Nrf2 (ARE) signaling; AREc32 ARE-luciferase reporter (MCF7-derived line), luminescence, 24 h; 410,000 compounds, 0.31% hits; AID 624171; Potency, µM (highest dose often 46.1 µM), for the others: at the top dose activation, most hits filed as activators; also: potency is read from the fitted curve at half-maximal effect; % of control where 0% means no effect; nearly all actives have a fitted effect of over 65% in size
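Quantitative high-throughput format: AREc32 reporter cells, 1000 per well, received compound by pin transfer and were incubated 24 hr at 37 deg C, 5% CO2, before Steady-Glo luminescence detection.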
EPAC2 agonist: activates human EPAC2 exchange factor; Potency, µM (titrated, usually from 154 µM), for inactives: at the top dose activation, usual class: activators; Q8WZA2; 360,000 compounds, 0.079% hits; EPAC2 activation, biochemical qHTS; response scale: 100% = 6.5 mM cAMP response; also: potency is read from the fitted curve at half-maximal effect; nearly all actives have a fitted effect of over 50% in size
Target sequence (Q8WZA2 whole entry, looked up): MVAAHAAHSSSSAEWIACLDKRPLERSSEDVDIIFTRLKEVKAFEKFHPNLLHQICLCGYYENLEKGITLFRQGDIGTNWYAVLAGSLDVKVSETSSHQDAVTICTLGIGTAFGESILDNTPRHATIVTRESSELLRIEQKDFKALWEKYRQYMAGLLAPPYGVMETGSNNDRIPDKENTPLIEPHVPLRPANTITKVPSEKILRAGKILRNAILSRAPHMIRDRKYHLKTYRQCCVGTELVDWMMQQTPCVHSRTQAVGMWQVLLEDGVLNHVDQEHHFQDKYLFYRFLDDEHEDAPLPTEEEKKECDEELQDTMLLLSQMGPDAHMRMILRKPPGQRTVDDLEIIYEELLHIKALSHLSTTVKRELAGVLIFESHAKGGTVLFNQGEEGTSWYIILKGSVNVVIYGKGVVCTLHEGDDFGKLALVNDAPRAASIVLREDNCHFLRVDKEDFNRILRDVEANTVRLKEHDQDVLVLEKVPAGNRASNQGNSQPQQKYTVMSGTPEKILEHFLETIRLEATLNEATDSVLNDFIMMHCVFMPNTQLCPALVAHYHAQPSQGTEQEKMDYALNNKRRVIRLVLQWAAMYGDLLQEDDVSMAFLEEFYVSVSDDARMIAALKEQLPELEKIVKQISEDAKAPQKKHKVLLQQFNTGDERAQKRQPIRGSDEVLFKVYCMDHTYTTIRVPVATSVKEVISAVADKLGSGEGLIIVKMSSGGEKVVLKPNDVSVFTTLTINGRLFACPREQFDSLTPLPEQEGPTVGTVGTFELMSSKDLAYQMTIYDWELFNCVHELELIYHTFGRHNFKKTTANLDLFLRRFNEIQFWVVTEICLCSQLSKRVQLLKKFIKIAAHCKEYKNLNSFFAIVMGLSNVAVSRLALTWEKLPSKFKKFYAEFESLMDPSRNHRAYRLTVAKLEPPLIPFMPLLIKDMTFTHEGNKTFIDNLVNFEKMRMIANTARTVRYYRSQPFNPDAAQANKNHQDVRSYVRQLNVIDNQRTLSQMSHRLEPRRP
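Fluorescence exchange assay: 100 nM EPAC2 with 250 nM RAP1B-BODIPY-GDP and 50 uM GDP; compounds tested as a concentration-titration series (qHTS). Loss of Rap1-bound BODIPY-GDP fluorescence read at 480/540 nm; data normalized to 6.5 mM cAMP.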
Akt phos inh: inhibitors of Akt phosphorylation; Neuro2A IGF-stimulated pAkt S473 HTRF, 20 min; hits give low values; activity change, % for hits at 50 µM; 360,000 compounds, 0.32% hits; AID 651550; in the data active = activity change below about -80%; inconclusive = mostly about -51% to -80%; also: % is scaled to controls: 0 for no effect and ±100 for the full control effect
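Single-point screen (50 µM final compound) in Neuro2A cells stimulated 20 min with 6 nM IGF at 37 deg C. After lysis, Ser473-phosphorylated Akt read by HTRF (ex 330 nm, em 615/665 nm) as the 665/615 ratio.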
MmCpn inh: blocks the Methanococcus maripaludis chaperonin Mm-Cpn | purified Mm-Cpn ATPase, ADP Transcreener TR-FRET | Potency, µM (titrated, usually from 76.9 µM), inactives show at the highest dose activity, negative = inhibition, most hits filed as inhibitors | 330,000 compounds, 0.031% hits; also: potency is read from the fitted curve at half-maximal effect; % is scaled to controls: 0 for no effect and ±100 for the full control effect; nearly all actives have a fitted effect of over 80% in size
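ATPase turnover read by TR-FRET ADP competition (Eu cryptate antibody/ADP-d2, 665/590 nm): 10uM ATP final, 25nM Mm-CPN final, 30 min 37degC after 10-min compound preincubation, pH 7.4 Tris/KCl/MgCl2/DTT buffer.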
A549 viability: A549 cytotoxicity, counter-screen for Nrf2 inhibitors; A549 ARE-Fluc cells, CellTiter-Fluor viability, 18-24 h; 390,000 compounds, 0.16% hits; Potency, µM (highest dose often 46 µM), for inactives: top-dose activity change, negative = cytotoxicity, most hits filed as inhibitors; AID 504648; also: potency is read from the fitted curve at half-maximal effect; % is scaled to controls: 0 for no effect and ±100 for the full control effect
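Cytotoxicity counterscreen: CellTiter-Fluor fluorescence was measured in A549 ARE_Fluc cells after 18-24 h of compound exposure in a concentration series. The subsequent BugLite luminescent read reports ARE-luciferase activity.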
EPAC2 antag: blocks human EPAC2 exchange factor; Q8WZA2; EPAC2 GEF exchange of Rap1B-BODIPY-GDP, fluorescence; Potency, µM (doses to about 114 µM), without a hit: at the top dose activity, negative = inhibition, actives largely listed as inhibitors; 360,000 compounds, 0.18% hits; AID 720708; also: potency is read from the fitted curve at half-maximal effect; % is scaled to controls: 0 for no effect and ±100 for the full control effect; nearly all actives have a fitted effect of over 45% in size; many of its hits are not listed in these tables
TGFb inhibitor: TGF-b pathway inhibition; HepG2 CAGA-GFP TGF-b/SMAD3 reporter, GFP fluorescence, 18 h; TGF-beta stimulated, 500 pg/mL final; 410,000 compounds, 1.2% hits; Potency, µM (highest dose often 46.1 µM), without a hit: top-dose activity, negative = inhibition, usual class: inhibitors; also: potency is read from the fitted curve at half-maximal effect; % is scaled to controls: 0 for no effect and ±100 for the full control effect; nearly all actives have a fitted effect of over 65% in size
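HEPG2 CAGA-GFP reporter cells (1000/well, DMEM with 1% FBS) received compounds, then recombinant TGF-beta at 500 pg/mL final for 18 hours at 37 degrees C. Per-cell GFP summed per well was normalised to unstimulated and stimulated DMSO controls before curve fitting.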
CCT chaperon mod: modulators of cytosolic chaperonin (CCT/TRiC) activity | purified chaperonin ATPase assay, HTRF ADP detection, 30 min | activity change, % (concentration not given with the values), hits read low | 360,000 compounds, 0.3% hits | AID 651819; in the data active = activity change below about -30%; also: % is scaled to controls: 0 for no effect and ±100 for the full control effect
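Enzyme 40 or 20 nM (batch-dependent) in Tris pH 7.4/KCl/MgCl2/DTT; cpd 76 uM single point; ATP 10 uM; 30 min 37 °C; Transcreener ADP HTRF detection, 30 min RT; ratio 665/615.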
Nrf2 inh: inhibitors of Nrf2 signaling. 360,000 compounds, 2.1% hits. A549 ARE-Fluc reporter, luciferase luminescence, 18-24 h. Potency, µM (top dose mostly 46 µM), inactives show at the highest dose activity change, negative = inhibition, most hits filed as inhibitors; also: potency is read from the fitted curve at half-maximal effect; % is scaled to controls: 0 for no effect and ±100 for the full control effect; nearly all actives have a fitted effect of over 60% in size
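Cells were seeded and rested 2 h, then exposed to compounds for 18-24 h. CellTiter-Fluor was read first as a viability measure. BugLite was added 15 min before the final luminescent read of ARE-luciferase activity in A549 cells.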
* marks the source's active call; other numbers are inactive results; i = inactive; ? = inconclusive; / = not tested or not shown; [ ] = dose if it differs, or a comment. Unless noted, calls follow the shape of the dose curve; as a rule, active = well fitted curve in the direction sought with a large enough effect; inconclusive = small, poorly fitted or top-dose-only effect, or another doubt; inactive = no such curve, though single readings can be large; an effect the other way counts as inactive or inconclusive. Not all compounds are listed; count on the stated rates, not on these rows.

SMILES	Nrf2 activator	EPAC2 agonist	Akt phos inh	MmCpn inh	A549 viability	EPAC2 antag	TGFb inhibitor	CCT chaperon mod	Nrf2 inh
CCOC(=O)CC(NC(=O)Cc1cccs1)c1ccccc1Cl (stereo not given)	-0.2%	3%	i	0%	-15%	0%	5%	-1.4	-7%
Cc1ccc(Nc2cc(C(=O)NC3CCCC3)c3ccccc3n2)c(C)c1	1.2%	/	/	/	4%	/	0%	/	7%
COC1C(O)C(O)C(O)C(O)C1O (stereo not given)	0.2%	0%	i	/	1%	-3%	10%	-0.4	3%
O=C(N/N=C/C=C\c1ccccc1[N+](=O)[O-])c1ccco1	6.0%	14%	i	-3%	1%	-17%	-5%	-1.7	-3%
CCOC(=O)[C@H]1[C@H]2COc3ccc(C)cc3[C@@H]2N2C(=O)c3cc(Cl)ccc3NC(=O)[C@@]12C	-0.7%	6%	i	-1%	-1%	-11%	?	0.4	2%
CCCc1ncc(CN2CCC(C(=O)Nc3cccc(-c4cscn4)c3)CC2)cn1	3.5%	10%	i	2%	-4%	-1%	?	-1.0	-18%
O=C(CSc1nnc(-c2ccccc2)n1Cc1ccco1)Nc1ccc(S(=O)(=O)N2CCCC2)cc1	2.6%	19%	i	0%	-26%	-10%	-26%	-0.9	16µM*
COc1ccc(F)c(CN2CCC(n3nccc3NC(=O)CCCc3ccccc3)CC2)c1	2.6%	1%	i	2%	-15%	3%	-23%	0.8	-23%
CC(C)c1onc(C(=O)NCc2ccc(F)cc2)c1[N+](=O)[O-]	8.2%	6%	i	1%	0%	1%	6%	2.4	-2%
O=C(COC(=O)c1cc[n+]([O-])cc1)Nc1cc([N+](=O)[O-])ccc1Cl	-0.1%	3%	i	0%	-5%	-7%	10%	0.0	8%
COC(=O)c1nc(-c2ccc(C)cc2)[nH]c1C(C)(C)C	2.0%	-1%	i	/	/	-9%	-30%	0.6	/
CC(=O)c1cccc(CN2CCc3ccc(NC(=O)C4CCCO4)cc3C2)c1 (stereo not given)	-0.5%	-7%	i	-3%	0%	1%	0%	0.6	2%
CC(C)(C(=O)N1CCC1(C)C(=O)NC1Cc2ccccc2C1)c1ccccc1 (stereo not given)	0.4%	6%	i	/	/	0%	-22%	-0.6	/
CC(=O)N1CC2(CC(=O)OC(C)C)CN(C(C)=O)CC(CC(=O)OC(C)C)(C1)C2=O	0.1%	3%	i	0%	-12%	8%	0%	0.5	-3%
CCNc1ccc2c(Cl)cc(=O)oc2c1	?	-6%	i	-15%	?	6%	6%	0.4	?
CCN(CC)S(=O)(=O)c1ccc(Cl)c(NC(=O)c2ccccc2C)c1	0.2%	5%	i	-2%	0%	6%	13%	-1.5	?
COc1cc(OC)c(N2CC(C(=O)Nc3cccc(C(=O)NC4CC4)c3)CC2=O)cc1Cl (stereo not given)	-0.2%	3%	i	-1%	3%	-12%	13%	2.3	2%
COc1ccc(NC(=O)C2(C)CCN2C(=O)c2ccc(C(C)(C)C)cc2)cc1OC (stereo not given)	-0.3%	6%	i	/	/	-12%	?	-0.5	/
O=C(Nc1ccc(N2CCCCC2)c(Cl)c1)c1cccnc1	4.4%	9%	i	-1%	-17%	-9%	4%	-2.4	?
COC(=O)c1ccc(C2c3c(oc4ccc(F)cc4c3=O)C(=O)N2CCO)cc1 (stereo not given)	0.7%	4%	i	0%	-1%	12%	0%	-4.1	-4%
Cc1ccc2c(c1)N(Cc1cccc(Cl)c1)C(=O)c1cccnc1O2	0.3%	8%	i	-2%	1%	?	-11%	-0.2	3%
CCn1c2ccc(C)cc2c2nnc(SCCN3CCCCC3)nc21	2.4%	15%	i	-6%	2%	-3%	-7%	-5.5	3%
CS(=O)(=O)N1CCc2nc(-c3ccccc3)sc2C1	0.2%	0%	i	-1%	-4%	-9%	6%	1.0	?
NC(=S)NC1CC2C=CC1C2 (stereo not given)	-0.9%	2%	i	2%	0%	6%	-23%	1.2	6%
COc1cc(C2/C(=C(/O)c3ccc(OCC(C)C)cc3)C(=O)C(=O)N2CCN(C)C)ccc1O (stereo not given)	-0.1%	-3%	i	0%	0%	-4%	12%	-3.0	-22%
CCc1nc(SCc2cccnc2)c2c(=O)n(C)c(=O)n(C)c2n1	0.2%	8%	i	0%	-2%	-1%	5%	-1.2	15%
CCOc1ccc2nc(SC(C)C(N)=O)[nH]c2c1 (stereo not given)	0.7%	3%	i	1%	-6%	12%	7%	0.0	?
CCSc1ncc(C)cc1[N+](=O)[O-]	-0.3%	8%	i	2%	1%	-14%	?	-1.0	-4%
CC(C)c1ccc(S(=O)(=O)Nc2ccc3oc4c(c3c2)C(=O)CC(C)(C)C4)cc1	-0.1%	/	/	/	?	/	-5%	/	12%
O=C(NCCc1ccccc1)C1CCN(Cc2ccccc2F)CC1	0.2%[9.22 µM]	17%	i	1%	16%	7%	-25%	-0.9	-7%
COc1ccc(/C(C)=N/NC(=O)CNC(=O)C2COc3ccccc3O2)c(OC)c1 (stereo not given)	-0.5%	4%	i	-2%	-21%	5%	-2%	-0.3	?
Cc1ccc([N+](=O)[O-])cc1N=Nc1c(-c2ccc([N+](=O)[O-])cc2)[nH]n(C(N)=S)c1=O	8.4%	6%	i	0%	?	-16%	2.8µM*	-0.3	?
CCCNC(=O)COc1coc(CN2CCN(C(=O)c3ccco3)CC2)cc1=O	-0.3%	2%	i	1%	-1%	12%	?	-1.9	-5%
CS(=O)(=O)c1ccc(Cl)c(NC(=O)CSc2nncn2-c2ccccc2)c1	-0.1%	11%	i	2%	-2%	2%	15%	-6.0	-3%
O=C1OCC(CC2=C(O)C(=O)OC2)=C1O	1.0%	15%	i	/	-4%	21%	-2%	-2.3	0%
COc1ccc(CCN2C(=O)CC(N3CCN(c4ccccn4)CC3)C2=O)cc1OC (stereo not given)	-0.2%	3%	i	1%	12%	18%	1%	-0.2	3%
Cc1ccc(S(=O)(=O)NC2c3cccc4cccc(c34)C2Sc2n[nH]c(N)n2)cc1 (stereo not given)	2.8%	8%	i	-2%	-2%	-7%	-15%	0.3	19%
COc1cccc(NS(=O)(=O)c2ccc3c(c2)NC(=O)CC(=O)N3)c1	0.0%	-4%	i	0%	-1%	3%	4%	-0.2	12%
Cc1c(Cl)cccc1NC(=O)N1CCN(C(=O)c2ccco2)CC1	-1.0%	2%	i	1%	0%	3%	3%	-4.2	-3%
O=C(OCc1ccc2c(c1)OCO2)c1cccc(S(=O)(=O)N2CCCCC2)c1	-0.5%	6%	i	0%	1%	2%	-18%	0.9	-4%
CC1CCCN(C(=O)C2CCN(S(=O)(=O)c3cccc4cccnc34)CC2)C1 (stereo not given)	0.2%	8%	i	0%	-8%	-5%	-4%	1.9	-18%
CCN(CC)C(=O)C(=O)c1cc(C)n(-c2ccc(F)cc2)c1C	0.0%	1%	i	-10%	2%	-1%	-14%	-0.3	-1%
CCOC(=O)N1CCC(NC(=O)C(CC(C)C)NC(=O)C2CCCCC2)CC1 (stereo not given)	-0.3%	0%	i	3%	-6%	9%	-1%	-4.7	?
CCOC(=O)C1=C(c2ccc(O)cc2)NC(=O)NC1C (stereo not given)	0.1%	4%	i	/	1%	-20%	2%	-2.5	-6%
NC(=O)CN1CCOCCOCCN(CC(N)=O)CCOCCOCC1	0.0%	7%	i	1%	1%	1%	1%	-1.7	14%
O=C(Cc1ccccc1)NS(=O)(=O)c1ccc(N=NN2CCOCC2)cc1	-1.0%	7%	i	1%	6%	-9%	1%	2.0	-16%
CCOC(=O)/C(C#N)=C1/C=Cc2ccccc2N1CC	6.6%	-12%	i	1%	-27%	5%	15%	-3.4	-16%
NC(=O)C1CCN(c2ccc(S(=O)(=O)N3CCCCC3)cn2)CC1	0.3%	9%	i	1%	4%	5%	36%[activator]	-9.7	-10%

Entries of single compounds, looked up by structure.
Shown for Cc1ccc(S(=O)(=O)NC2c3cccc4cccc(c34)C2Sc2n[nH]c(N)n2)cc1 (stereo not given) : Nrf2 activator = 2.8%; EPAC2 agonist = 8%; Akt phos inh = i; MmCpn inh = -2%; A549 viability = -2%; EPAC2 antag = -7%; TGFb inhibitor = -15%; CCT chaperon mod = 0.3; Nrf2 inh = 19%
Shown for CCOC(=O)C1=C(c2ccc(O)cc2)NC(=O)NC1C (stereo not given) : Nrf2 activator = 0.1%; EPAC2 agonist = 4%; Akt phos inh = i; MmCpn inh = /; A549 viability = 1%; EPAC2 antag = -20%; TGFb inhibitor = 2%; CCT chaperon mod = -2.5; Nrf2 inh = -6%

Single entries from the entries so far.
EPAC2 antag result of O=C(OCc1ccc2c(c1)OCO2)c1cccc(S(=O)(=O)N2CCCCC2)c1 stands at 2%
Nrf2 activator result of CC1CCCN(C(=O)C2CCN(S(=O)(=O)c3cccc4cccnc34)CC2)C1 (stereo not given) stands at 0.2%
CCT chaperon mod result of CCOC(=O)C1=C(c2ccc(O)cc2)NC(=O)NC1C (stereo not given) stands at -2.5
EPAC2 agonist result of Cc1ccc([N+](=O)[O-])cc1N=Nc1c(-c2ccc([N+](=O)[O-])cc2)[nH]n(C(N)=S)c1=O stands at 6%
MmCpn inh result of CCOC(=O)N1CCC(NC(=O)C(CC(C)C)NC(=O)C2CCCCC2)CC1 (stereo not given) stands at 3%
MmCpn inh result of CCN(CC)C(=O)C(=O)c1cc(C)n(-c2ccc(F)cc2)c1C stands at -10%
